# Source: PubChem BioAssay
# Tau fibril ThT = blocks human tau fibril formation measured by thioflavin T; P10636; recombinant tau K18 P301L, heparin-induced fibrillization, ThT fluorescence; Potency, µM (top dose mostly 57.4 µM), for inactives: at the highest dose activity, negative = inhibition, actives largely listed as inhibitors; 2.1% of 270,000 active; AID 1460; also: % is scaled to controls: 0 for no effect and ±100 for the full control effect; nearly all actives have a fitted effect of over 55% in size
# Target sequence (P10636 561-689 P618L limits assumed): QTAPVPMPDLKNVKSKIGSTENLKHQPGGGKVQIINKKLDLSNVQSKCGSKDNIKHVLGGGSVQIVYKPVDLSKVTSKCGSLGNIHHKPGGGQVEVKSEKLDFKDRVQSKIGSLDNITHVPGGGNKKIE
#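 Using a mix of unlabeled (15 uM) and Alexa 594-labeled (0.24 uM) tau K18 P301L, heparin-triggered fibrillization over 6 hr at 37 C was scored by ThT fluorescence.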
# L3MBTL1 block = L3MBTL1 (human) inhibition. Potency, µM (series often up to 57.1 µM), for inactives: top-dose activity, negative = inhibition, most hits filed as inhibitors. AlphaScreen L3MBTL1–H3K9me1 peptide binding. Q9Y468. 0.66% of 230,000 active; also: % is scaled to controls: 0 for no effect and ±100 for the full control effect; nearly all actives have a fitted effect of over 60% in size
# Target sequence (Q9Y468 whole entry, looked up): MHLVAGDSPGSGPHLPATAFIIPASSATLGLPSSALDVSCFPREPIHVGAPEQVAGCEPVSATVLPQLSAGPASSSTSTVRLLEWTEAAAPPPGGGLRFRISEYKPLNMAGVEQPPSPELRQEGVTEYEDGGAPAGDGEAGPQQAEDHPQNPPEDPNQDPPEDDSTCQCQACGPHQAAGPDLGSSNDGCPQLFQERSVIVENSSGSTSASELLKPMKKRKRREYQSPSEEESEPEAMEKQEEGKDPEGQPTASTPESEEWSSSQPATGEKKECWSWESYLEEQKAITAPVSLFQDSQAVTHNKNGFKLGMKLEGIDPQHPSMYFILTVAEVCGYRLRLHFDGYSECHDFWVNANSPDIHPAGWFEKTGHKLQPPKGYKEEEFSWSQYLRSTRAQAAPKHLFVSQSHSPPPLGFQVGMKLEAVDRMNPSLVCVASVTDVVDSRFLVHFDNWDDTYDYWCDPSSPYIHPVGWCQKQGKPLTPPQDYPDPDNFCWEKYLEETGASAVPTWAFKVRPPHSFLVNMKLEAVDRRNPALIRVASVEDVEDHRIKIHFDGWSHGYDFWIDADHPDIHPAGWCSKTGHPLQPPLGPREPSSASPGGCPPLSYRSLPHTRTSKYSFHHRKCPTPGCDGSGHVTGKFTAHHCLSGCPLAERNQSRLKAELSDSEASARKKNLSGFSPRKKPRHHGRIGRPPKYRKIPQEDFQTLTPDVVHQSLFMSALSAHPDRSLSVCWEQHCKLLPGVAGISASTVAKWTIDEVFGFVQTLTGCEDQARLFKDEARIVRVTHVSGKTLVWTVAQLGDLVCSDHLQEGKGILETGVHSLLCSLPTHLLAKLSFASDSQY
#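 Displacement of a biotinylated histone H3(1-15) peptide monomethylated at Lys9 (75 nM) from L3MBTL1 (50 nM) was measured by AlphaScreen after a 30 min room-temperature compound incubation; cefsulodin titration served as intraplate control.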
# Tau fluor cs = counter-screen for tau fibril formation inhibitors | tau K18 P301L (four-repeat tau fragment) Alexa594 fluorescence, heparin fibrillization | Potency, µM (titrated, usually from 57.7 µM), for the others: top-dose activity change, negative = decrease | 0.93% of 280,000 active; also: % is scaled to controls: 0 for no effect and ±100 for the full control effect; nearly all actives have a fitted effect of over 55% in size
#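 Human K18 P301L tau (15 uM unlabeled plus 0.24 uM Alexa 594-labeled, final) in 100 mM sodium acetate pH 7 was mixed with compound and 20 uM heparin and incubated 6 hr at 37 C.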
# TRb SRC2 PPI = disrupts binding of human TR beta to SRC2. TRbeta-SRC2 peptide binding, fluorescence polarization; receptor liganded with 1 µM T3. Potency, µM (series often up to 106 µM), for the others: at the highest dose activity change, negative = inhibition, actives largely listed as inhibitors. 0.065% of 280,000 active;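 also: plate controls were bound peptide for no effect and peptide without receptor for full effect; nearly all actives have a fitted effect of over 50% in size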
#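 Decrease in fluorescence polarization of 20 nM Texas Red SRC2 coactivator peptide flagged inhibition of its binding to 0.6 uM TRb LBD; 1 uM T3 included, incubation 5 hr, ex 555/em 632 nm.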
# HTT cytoprotect = protects HTT-Q103 PC12 cells, measured by ATP; PC12 HTT-Q103 induced, cytoprotection, ATP luminescence, 40 h; Potency, µM (top dose mostly 56.4 µM), for inactives: cytoprotection (ATP increase), usual class: activators; 0.14% of 230,000 active;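 also: % of control where 0% means no effect; nearly all actives have a fitted effect of over 45% in size; toxic huntingtin expression switched on by the ecdysone agonist tebufenozide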
#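 Readout: ATPlite luminescence (ATP level). Model: stable PC12, inducible Htt exon1 Q103-GFP. Inducer: tebufenozide, 100 nM final. Compounds: dose series. No G418 in medium.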
# Tau fibril FP = inhibitors of human tau fibril formation; P10636; K18 P301L tau heparin fibrillization, Alexa594 FP, 6 h; Potency, µM (top dose mostly 57.7 µM), inactives show at the top dose activity, negative = inhibition, usual class: inhibitors; 0.39% of 280,000 active; AID 1468; also: % is scaled to controls: 0 for no effect and ±100 for the full control effect; nearly all actives have a fitted effect of over 55% in size
#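 Steps: dispense K18 P301L tau (15 uM plus 0.24 uM Alexa 594 tracer, final) in pH 7 sodium acetate; add compound; add heparin (20 uM final); incubate 6 hr, 37 C; add ThT (30 uM final); after 1 hr ambient, read FP.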
# TexasRed fluor = Texas Red fluorescence interference in TRb-SRC2 counter-screen. TRb/SRC2 Texas Red total fluorescence interference. Potency, µM (highest dose often 106 µM), for inactives: top-dose fluorescence change, negative = quenching. 0.29% of 280,000 active. AID 1479; active = well fitted curve in either direction with a large enough effect; inconclusive = small, poorly fitted or top-dose-only effect; also: % is scaled to controls: 0 for no effect and ±100 for the full control effect
#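 Human TRβ ligand-binding domain (0.6 uM) and Texas Red SRC2 peptide (20 nM) in Tris buffer with 1 uM T3 and 5% DMSO were incubated with pinned compound for 5 hr at ambient temperature. Total fluorescence was computed as S + 2P (555/632 nm).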
# RECQ1 helicase = RECQ1 (human) helicase inhibition; Potency, µM (series often up to 57.3 µM), without a hit: at the top dose activity, negative = inhibition, hits mostly inhibitors; P46063; RECQ1 DNA unwinding, red fluorescence kinetic read; 0.54% of 240,000 active;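 also: plate controls were vehicle for no effect and no enzyme for full effect; nearly all actives have a fitted effect of over 30% in size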
#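 50 nM RECQ1T1 preincubated 15 min with compound in Tris pH 8.0 buffer with MgCl2, DTT, Tween-20 and 2.5 ug/ml poly(dI-dC); started with 200 nM TAMRA/BHQ-2 forked duplex and 2 mM ATP. Unwinding read as fluorescence (525/598 nm), two reads 2 h apart.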
# Starred values were filed as active, the others as inactive; i = inactive; ? = inconclusive; nt = no result given; & = joins results of further samples; [ ] = dose if it differs, or a comment. Unless noted, calls follow the shape of the dose curve; as a rule, active = well fitted curve in the direction sought with a large enough effect; inconclusive = small, poorly fitted or top-dose-only effect, or another doubt; inactive = no such curve, though single readings can be large; an effect the other way counts as inactive or inconclusive. Potency is read from the fitted curve at half-maximal effect. An excerpt; count on the stated rates, not on these rows.
SMILES,Tau fibril ThT,L3MBTL1 block,Tau fluor cs,TRb SRC2 PPI,HTT cytoprotect,Tau fibril FP,TexasRed fluor,RECQ1 helicase
Cc1cc(C)c(NC(=O)C2CCCN2C)c(C)c1 (centres undefined),0%,6%,1%,-8%,1%,-5%,-2%,-11%
CC1CCCCN1C(=O)COc1ccc2ccc(=O)oc2c1 (centres undefined),4%,0%,6%,2%,-15%,6%,-6%,0%
O=C(Nc1ccc2c(c1)C(=O)N(c1ccccc1)C2=O)C1CCCO1 (centres undefined),-3%,7%,-6%,7%,-5%[10 µM],-1%,1%,i
CC12CCC(C(=O)N3CCCCCC3)(OC1=O)C2(C)C (centres undefined),-5%,nt,0%,-7%,9%,6%,-2%,-10%
CCN(C(=O)CSc1ccc2ccccc2c1)C1CCS(=O)(=O)C1 (centres undefined),3%,-12%,1%,0%,22%[1.9 µM],0%,-16%,-2%
CCOc1ccc(S(=O)(=O)NC(Cc2cnc[nH]2)C(=O)O)cc1 (centres undefined),-2%,-25%,-4%,-3%,-43%[inhibitor],-3%,-3%,-4%
Cc1ccc(C(=O)NC(=S)NCC(=O)c2ccccc2)cc1,10%,1%,-5%,3%,-5%,-11%,-2%,-7%
CC(=O)NC(CC(=O)NCC(c1ccco1)N(C)C)c1ccccc1 (centres undefined),-8%,6%,7%,-8%,-2%,3%,-3%,i
CC1CN(C(=O)N2CCCCC2)CCN1C(=O)N1CCCCC1 (centres undefined),-6%,-1%,-3%,0%,1%[10 µM],-3%,-4%,i
COc1ccc(CNc2nc3c(-c4cccc(F)c4)nnn3c3ccccc23)cc1,6%,nt,-20%,-2%,nt,-12%,-1%,nt
CN(CC(=O)Nc1ccccc1Br)c1ncnc2sccc12,-6%,nt,-9%,4%,-19%,4%,-1%,-1%
Cc1n[nH]c(C)c1S(=O)(=O)N1CCCC(C(=O)Nc2ccc3c(c2)OCCO3)C1 (centres undefined),-16%,nt,-14%,-4%,-27%,-3%,-3%,-4%
NS(=O)(=O)c1cccc(NC(=O)Nc2ccc(Cl)cc2)c1,?,0%,?,5%,7%[10 µM],?,-2%,-1%
O=C(COc1ccc(Cl)cc1)Nc1nnc(C2=COCCO2)o1,-8%,nt,-6%,1%,-2%,-6%,0%,-5%
CCC1=C(OC(=O)N(CC)CC)N2C(=O)OC(=NCC3CC3)[C@]2(Cc2ccccc2)[C@H]2C1=CC[C@H]1C(=O)NC(=O)[C@H]12,-6%&-7%,nt,2%&9%,2%&8%,-38%,8%&3%,-7%&-7%,1%
CN1/C(=C\C(=O)C[n+]2ccc(C(=O)c3ccccc3)cc2)C(C)(C)c2ccccc21,?,5%,-9%,-4%,-18%[10 µM],5%,-4%,i
C=CCSc1nc(C)cc(/C=C\c2ccccc2)c1C#N,-7%,3%,-7%,-3%,1%,-10%,3%,-2%
Cc1ccc[n+](-c2nc3ccccc3nc2C(=C=[N-])C#N)c1,?,0%,0%&-17%,-1%&-2%,8%[10 µM],0%&-7%,-1%&-6%,-4%
CCCC(=O)OCC(=O)Nc1cc([N+](=O)[O-])ccc1OC,-2%,5%,-4%,-1%,5%,-4%,0%,-2%
Cc1ccc(N(CC(=O)N2CCN(c3ccc(F)cc3)CC2)S(=O)(=O)c2c(C)nn(C)c2C)cc1,-9%,nt,-13%,-19%,4%,3%,1%,-11%
COc1cc2c(C(=O)NCCN(C)C)cn(CC(C)C)c(=O)c2cc1OC,nt,nt,-9%,4%,24%[10 µM],1%,0%,-6%
CCC(=O)Nc1c(C#N)c2nc3ccccc3nc2n1C1CCCCC1,-12%,6%,2%,-4%,-9%,7%,0%,i
Nc1ccc(C(=O)N2CCCC2)cc1,-4%,-8%,-3%,-4%,38%[1.9 µM],-8%,1%,-5%
Cc1cc2c3c(c1C)C(=O)C(=O)N3C(C)(C)CC2C (centres undefined),?,?,-19%,12%,17%[10 µM],-2%,-3%,4%
CCC(Oc1ccccc1)C(=O)Nc1ccc(-c2nnc(-c3ccco3)o2)cc1 (centres undefined),-14%,-8%,?,6%,-6%[10 µM],-1%,1%,-13%
CCOc1ccc(C(=O)Nc2cc(-c3cn4cccnc4n3)ccc2C)cc1OCC,-7%,nt,-7%,-6%,nt,-3%,-2%,nt
NC(=O)C1=C[C@@H](c2coc3ccccc3c2=O)C[C@@H](OCc2ccc(CO)cc2)O1,6%,4%,9%,-1%,6%[10 µM],-1%,-1%,i
CCN(CC)c1ccc(/C=N/NC(=O)c2cccc(N3CCCC3=O)c2)cc1,?,-4%,-28%,-7%,nt,2%,-6%,i
CCN(CC)S(=O)(=O)c1ccc2c(c1)N(CC(=O)N1CCN(c3ccc(OC)cc3)CC1)C(=O)CO2,-7%,nt,-14%,-6%,nt,2%,-1%,nt
CC(O)c1cccc(NC2=CC(=O)CC(C)(C)C2)c1 (centres undefined),4%,25%[11.4 µM],5%,1%,-2%[0.074 µM],0%,0%,-1%
CC(CN1CCOCC1)OC(=O)C1COc2ccccc2O1 (centres undefined),0%,-9%,-12%,-3%,-11%[10 µM],-2%,-1%,-2%
COc1ccc(NC(=O)CN(C2CCCCC2)S(C)(=O)=O)cc1OC,-4%,0%,5%,-10%,8%[0.074 µM],3%,0%,-12%
COc1ccc(C(c2sc3ncnn3c2O)N2CC(C)OC(C)C2)cc1OC (centres undefined),-10%,-8%,2%,6%,0%[10 µM],-2%,-4%,3%
CCc1c(C)nc(SCc2nc(-c3ccccc3C)no2)[nH]c1=O,-8%,nt,-7%,-3%,nt,-6%,-1%,nt
Cc1oc(-c2ccc(Cl)cc2)nc1CS(=O)CC(=O)NCc1ccc(Cl)cc1 (centres undefined),-7%,nt,-16%,0%,nt,-5%,-2%,nt
C=C1CCN([C@@H](C)C(=O)OCc2ccc(C)cc2)S(=O)(=O)c2ccccc21,-10%,nt,-15%,7%,4%[10 µM],1%,-3%,0%

# Single records, from the list above. Order of values: Tau fibril ThT, L3MBTL1 block, Tau fluor cs, TRb SRC2 PPI, HTT cytoprotect, Tau fibril FP, TexasRed fluor, RECQ1 helicase
# Shown for CCC(Oc1ccccc1)C(=O)Nc1ccc(-c2nnc(-c3ccco3)o2)cc1 (centres undefined) → -14%, -8%, ?, 6%, -6%[10 µM], -1%, 1%, -13%
# Shown for CCOc1ccc(C(=O)Nc2cc(-c3cn4cccnc4n3)ccc2C)cc1OCC → -7%, nt, -7%, -6%, nt, -3%, -2%, nt
# Shown for CC(CN1CCOCC1)OC(=O)C1COc2ccccc2O1 (centres undefined) → 0%, -9%, -12%, -3%, -11%[10 µM], -2%, -1%, -2%
# Shown for Cc1oc(-c2ccc(Cl)cc2)nc1CS(=O)CC(=O)NCc1ccc(Cl)cc1 (centres undefined) → -7%, nt, -16%, 0%, nt, -5%, -2%, nt

# Carrying on:
SMILES,Tau fibril ThT,L3MBTL1 block,Tau fluor cs,TRb SRC2 PPI,HTT cytoprotect,Tau fibril FP,TexasRed fluor,RECQ1 helicase
O=C1CN(C(=O)CSc2nncs2)c2ccccc2N1,-1%,0%,1%,-9%,-26%,-1%,-3%,i
CCOC(=O)c1cccc(NC(=O)CC(c2ccc(F)cc2)N2Cc3ccccc3C2=O)c1 (centres undefined),16%,nt,-21%,-4%,nt,?,0%,nt
O=C(CC1N=C2c3ccccc3N=C(SCc3ccc(F)cc3)N2C1=O)NCc1cccs1 (centres undefined),0%,nt,-2%,7%,nt,-1%,2%,nt
CCn1c(=O)c(C(=O)Nc2ccccc2C)c(O)c2ccccc21,-9%,?,-7%,5%,14%[10 µM],0%,-2%,i
Cn1c(N)c(Sc2ccc(F)cc2)c(=O)n(C)c1=O,-1%,0%,1%,-5%,19%[10 µM],0%,-2%,i
Cc1ccc(-n2c(SCC(N)=O)nc3c(oc4ccccc43)c2=O)cc1C,-10%,nt,-15%,-3%,nt,-3%,1%,nt
COC(=O)c1cc(Cl)c(NC(=O)/C=C/c2ccc(Cl)cc2Cl)cc1OC,4%&-10%,-8%,-9%&0%,1%&4%,-34%[10 µM],-14%&-4%,8%&-6%,2%
Nc1ccc2oc(-c3ccccc3Cl)nc2c1,?,16%,-18%,3%,-34%[10 µM],4%,-7%,-5%
Cc1ccc(C2(c3noc(CN(C)Cc4ccccn4)n3)CCCC2)cc1,-11%,-21%,-5%,-2%,-83%[inhibitor],1%,0%,-8%
Cc1ccc(-c2cn3nc(N4CCCC(C(=O)NCc5ccccc5F)C4)sc3n2)cc1 (centres undefined),?,nt,-15%,-1%,nt,7%,-23%,nt
Cc1ccc(NC(=O)CCC(=O)c2cccs2)cc1,-11%,nt,-5%,-5%,5%,4%,-2%,-13%
Cc1cccc(OCCSc2nc3ncnc(N)c3[nH]2)c1,-10%,nt,-11%,-7%,-18%,-1%,1%,-12%
Cc1cccn2c(=O)c3cc(C(=O)NC(C)C)n(C)c3nc12,-5%,nt,-2%,1%,nt,-3%,3%,nt
O=C1NC2(CCCC2)C(=O)N1CCS(=O)(=O)Oc1ccccc1,1%,-10%,6%,-5%,15%[10 µM],11%,-4%,0%
Cc1nn(CC(=O)N2N=C(C(F)F)CC2(O)C(F)F)c(C)c1[N+](=O)[O-] (centres undefined),-4%,10%,-3%,-3%,nt,1%,1%,9%
O=c1c2ccccc2[nH]c(=S)n1CCN1CCCC1,-6%,-8%,-14%,1%,-8%,-7%,-2%,i
C=CCSC1=Nc2sccc2C2=NC(=O)CN12,-18%,-13%,-8%,1%,29%,3%,3%,0%
O=C(N[C@@H](c1ccccc1)[C@@H]1C[C@H]1C(=O)NCc1ccccn1)OCc1ccccc1,-10%&-8%,0%,-14%&-9%,-2%&8%,-30%[inhibitor],0%&1%,0%&-1%,-3%&-6%

# Compounds from the list above with a nitro group on carbon, in the order listed:
SMILES,Tau fibril ThT,L3MBTL1 block,Tau fluor cs,TRb SRC2 PPI,HTT cytoprotect,Tau fibril FP,TexasRed fluor,RECQ1 helicase
CCCC(=O)OCC(=O)Nc1cc([N+](=O)[O-])ccc1OC,-2%,5%,-4%,-1%,5%,-4%,0%,-2%
Cc1nn(CC(=O)N2N=C(C(F)F)CC2(O)C(F)F)c(C)c1[N+](=O)[O-] (centres undefined),-4%,10%,-3%,-3%,nt,1%,1%,9%
